Source: PubChem
ATXN2 expr inh = inhibitors of ATXN2 expression. HEK-293 ATXN2-luciferase reporter, luminescence, 24 h. Potency, µM (titrated, usually from 57 µM), for the others: at the highest dose activity change, negative = inhibition, usual class: inhibitors. 360,000 tested, 0.72% active. AID 1745845; also: potency is read from the fitted curve at half-maximal effect; % is scaled to controls: 0 for no effect and ±100 for the full control effect; nearly all actives have a fitted effect of over 55% in size
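qHTS (up to 57 uM final) was run with 24 h compound exposure of reporter cells at 37 °C. Each well was multiplexed: SteadyGlo luminescence measured ATXN2-luciferase expression after a fluorogenic Gly-Phe-AFC viability readout (25 uM final).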
ATXN viability = cell viability loss in ATXN counter-screen. AID 651635. 400,000 tested, 0.49% active. S2 cells (HEK-293 line with an ATXN2-luciferase reporter) viability, CellTiter-Fluor protease fluorescence, 24 h. Potency, µM (series often up to 56.7 µM), most hits filed as cytotoxic; also: potency is read from the fitted curve at half-maximal effect; nearly all actives have a fitted effect of over 40% in size
Nrf2 block = Nrf2 pathway inhibition | A549 ARE-Fluc reporter, luciferase luminescence, 18-24 h | Potency, µM (doses to about 46 µM), inactives show at the top dose activity change, negative = inhibition, usual class: inhibitors | 360,000 tested, 2.1% active | AID 504444; also: potency is read from the fitted curve at half-maximal effect; % is scaled to controls: 0 for no effect and ±100 for the full control effect; nearly all actives have a fitted effect of over 60% in size
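Quantitative HTS in A549 cells stably bearing an antioxidant response element-firefly luciferase construct. Inhibition of Nrf2-driven transcription was scored by luminescence after 18-24 h of compound exposure at 37 °C.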
TGFb SMAD3 inh = TGF-b pathway inhibition; HepG2 CAGA-GFP TGF-b/SMAD3 reporter, GFP fluorescence, 18 h; TGF-beta stimulated, 500 pg/mL final; Potency, µM (series often up to 46.1 µM), for the others: at the top dose activity, negative = inhibition, most hits filed as inhibitors; 410,000 tested, 1.2% active; AID 588855; also: potency is read from the fitted curve at half-maximal effect; % is scaled to controls: 0 for no effect and ±100 for the full control effect; nearly all actives have a fitted effect of over 65% in size
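Cell-based qHTS in HEPG2 carrying a CAGA-GFP Smad reporter; compounds added before 500 pg/mL final TGF-beta, 18 h incubation at 37 degrees C, GFP fluorescence quantified per cell by imaging cytometry.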
EPAC2 agonist = agonists of human EPAC2 (RAPGEF4); Q8WZA2; EPAC2 activation, biochemical qHTS; response scale: 100% = 6.5 mM cAMP response; Potency, µM (top dose mostly 154 µM), without a hit: top-dose activation, hits mostly activators; 360,000 tested, 0.079% active; also: potency is read from the fitted curve at half-maximal effect; nearly all actives have a fitted effect of over 50% in size
Target sequence (Q8WZA2 whole entry, looked up): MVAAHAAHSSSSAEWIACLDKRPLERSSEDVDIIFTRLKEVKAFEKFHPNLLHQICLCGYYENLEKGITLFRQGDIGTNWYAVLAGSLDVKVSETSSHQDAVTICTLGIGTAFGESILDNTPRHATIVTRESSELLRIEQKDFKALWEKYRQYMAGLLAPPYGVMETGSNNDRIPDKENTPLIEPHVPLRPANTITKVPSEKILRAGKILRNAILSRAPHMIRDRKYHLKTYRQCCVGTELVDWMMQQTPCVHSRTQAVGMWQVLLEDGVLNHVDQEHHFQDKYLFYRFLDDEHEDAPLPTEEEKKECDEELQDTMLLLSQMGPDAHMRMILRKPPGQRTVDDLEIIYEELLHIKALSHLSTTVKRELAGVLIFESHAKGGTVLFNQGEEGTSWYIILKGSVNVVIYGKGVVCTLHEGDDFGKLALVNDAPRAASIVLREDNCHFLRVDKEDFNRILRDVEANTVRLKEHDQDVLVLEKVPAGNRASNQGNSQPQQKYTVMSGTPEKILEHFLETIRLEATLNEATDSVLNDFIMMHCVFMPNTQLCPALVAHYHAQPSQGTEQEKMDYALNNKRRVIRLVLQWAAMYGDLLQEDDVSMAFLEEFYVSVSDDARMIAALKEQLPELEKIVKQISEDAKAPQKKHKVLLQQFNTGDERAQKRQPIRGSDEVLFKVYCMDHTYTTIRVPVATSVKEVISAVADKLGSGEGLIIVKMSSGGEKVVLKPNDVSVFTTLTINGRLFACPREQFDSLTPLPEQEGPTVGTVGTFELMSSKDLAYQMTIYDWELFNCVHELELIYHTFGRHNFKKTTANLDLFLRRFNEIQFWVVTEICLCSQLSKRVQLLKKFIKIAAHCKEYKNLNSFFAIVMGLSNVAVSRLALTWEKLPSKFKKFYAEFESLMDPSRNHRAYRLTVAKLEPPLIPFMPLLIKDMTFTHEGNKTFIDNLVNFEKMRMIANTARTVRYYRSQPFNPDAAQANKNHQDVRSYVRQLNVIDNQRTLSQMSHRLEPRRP
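Compounds were added across a concentration range to EPAC2 (100 nM), RAP1B-BODIPY-GDP (250 nM) and GDP (50 uM). After 5 min at room temperature, fluorescence was recorded at 5-min intervals for 30 min.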
Nrf2 ARE act = activates Nrf2 signaling. AREc32 ARE-luciferase reporter (MCF7-derived line), luminescence, 24 h. Potency, µM (highest dose often 46.1 µM), inactives show at the highest dose activation, hits mostly activators. 410,000 tested, 0.31% active. AID 624171; also: potency is read from the fitted curve at half-maximal effect; % of control where 0% means no effect; nearly all actives have a fitted effect of over 65% in size
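For detection, Steady-Glo was added and plates sat 30 min at RT; before that, AREc32_Fluc cells grown overnight in OPTI-MEM/5% FBS had been treated with 23 nL compound for 24 hr at 37 deg C.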
A549 viability = A549 cytotoxicity, counter-screen for Nrf2 inhibitors; A549 ARE-Fluc cells, CellTiter-Fluor viability, 18-24 h; Potency, µM (titrated, usually from 46 µM), without a hit: top-dose activity change, negative = cytotoxicity, usual class: inhibitors; 390,000 tested, 0.16% active; AID 504648; also: potency is read from the fitted curve at half-maximal effect; % is scaled to controls: 0 for no effect and ±100 for the full control effect
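Cytotoxicity counterscreen: CellTiter-Fluor fluorescence was measured in A549 ARE_Fluc cells after 18-24 h of compound exposure in a concentration series. The subsequent BugLite luminescent read reports ARE-luciferase activity.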
IL-2 act = activates IL-2 in a cell-based reporter assay; 360,000 tested, 0.065% active; AID 652025; activation, % (series mostly up to about 46 µM); IL-2 activation reporter assay, cell-based qHTS; stimulated with anti-CD3/CD4/CD28 beads; in transgenic mouse T cells; in the data active = activation above about 50%; inconclusive = mostly about 30% to 49%; also: 0% is about no effect
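Using fluorescent plate cytometry, EGFP and DsRed are detected in transgenic mouse T cells stimulated 18 h at 37 degrees C with antibody-coated beads after 60 min compound pretreatment.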
HepG2 tox = HepG2 cytotoxicity, counter-screen for TGF-b inhibitors; HepG2 CAGA-GFP viability, ATP luminescence, 18 h; Potency, µM (series often up to 46.1 µM), inactives show at the top dose activity change, negative = cytotoxicity, hits mostly cytotoxic; 410,000 tested, 0.76% active; also: potency is read from the fitted curve at half-maximal effect; some results filed as inactive show a strong effect at the top dose
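CellTiter-Glo luminescence gave cytotoxicity after 18 hours at 37 degrees C. The cells were HepG2 CAGA-GFP in 1% FBS DMEM, stimulated with 500 pg/mL TGF-beta after compound addition. %Activity was normalised to no-cell wells (complete cell-killing) and DMSO (no toxicity), and curves were fitted and classified.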
* hit, by the source's call; i = inactive; ? = inconclusive; / = not tested or not shown; & = joins results of further samples; [ ] = dose if it differs, or a comment. Unless noted, calls follow the shape of the dose curve; as a rule, active = well fitted curve in the direction sought with a large enough effect; inconclusive = small, poorly fitted or top-dose-only effect, or another doubt; inactive = no such curve, though single readings can be large; an effect the other way counts as inactive or inconclusive.

SMILES	ATXN2 expr inh	ATXN viability	Nrf2 block	TGFb SMAD3 inh	EPAC2 agonist	Nrf2 ARE act	A549 viability	IL-2 act	HepG2 tox
Cc1ccc(Cc2c(-c3ccc(C)cc3)nc3cc(C)ccn23)cc1	?	32µM*	/	?	0%	2.3%	/	-0.8	-70%
Cc1cc(S(=O)(=O)N(Cc2ccccc2Cl)c2ccc3c(c2)CCC3)ccc1-n1cnnn1	-8%	i	-8%	-8%	-2%	-0.5%	1%	0.3	-4%
CC1CCCC(NC(=O)CCS(=O)(=O)c2cc3c(cc2Cl)NC(=O)CO3)C1C (stereo not given)	-7%	i	-2%	-26%	5%	-0.3%	-3%	2.0	1%
Fc1ccc(NC(=S)N/N=C/c2ccc(F)c(F)c2)c(F)c1	/	/	3%	0%	3%	0.0%	-14%	0.3	-12%
CCC(=O)N1CCc2cc(S(=O)(=O)NCCC(=O)Nc3cc(C)ccc3OC)ccc21	23%	i	10%	8%	/	4.5%	11%	/	11%
COc1cc(C(O)CO)ccc1OS(=O)(=O)O (stereo not given)	-7%	i	19%	-15%	2%	0.3%	7%	1.2	-4%
Cn1c(=S)[nH]c2ccccc21	3%	i	3%	-11%	3%	0.1%	-4%	-2.8	15%
C=CCn1c(O)c(N=NC(=O)OC(C)(C)C)c2ccccc21	0%	i	-6%	18%	7%	1.8%	-7%	-2.8	16%
Cc1c(C(=O)Nc2nc(-c3ccc(F)cc3)ns2)oc2ccc(Cl)cc12	/	/	1%	-22%	/	0.6%	-3%	/	-5%
Cc1cccc2cc(C3CC(c4ccco4)=NN3C(=O)CCC(=O)O)c(Cl)nc12 (stereo not given)	0%	i	-26%	3%	12%	-0.5%	-3%	-2.3	7%
CCCC(=O)N1CCC1(C)C(=O)NS(=O)(=O)c1cccs1 (stereo not given)	-1%	i	/	-11%	7%	0.0%	/	-0.4	-13%
Cc1noc(C)c1C(=O)OCC(=O)NCc1ccccc1	20%	i	2%	21%	7%	0.3%	-5%	0.2	8%
Brc1ccccc1-c1nnc(COc2cccc3cccnc23)o1	19%	i	12%	10%	10%	?	-8%	-0.4	-26%
O=[N+]([O-])c1ccc(N2CCNCC2)c(S(=O)(=O)N2CCOCC2)c1	3%	i	-14%	-2%	7%	3.4%	-9%	-0.8	8%
COc1cc(CN(C)CCc2ccccn2)cc(OC)c1OC	-4%	i	?	?	7%	-0.3%	-1%	0.1	0%
Cc1cc(C)n(-c2cc(=O)n(C)c(=O)n2C)n1	-3%	i	-8%	3%	-2%	-0.6%	-7%	0.0	-3%
Cc1nc(C)c(C(=O)C2=C(O)C(=O)N(CCN3CCOCC3)C2c2cccnc2)s1 (stereo not given)	3%	i	9%	9%	-12%	0.0%	-10%	-0.4	-1%
C[C@H](CO)N1C[C@H](C)[C@@H](CN(C)Cc2ccc(Cl)c(Cl)c2)Oc2c(NS(=O)(=O)c3cn(C)cn3)cccc2C1=O	8%	i	10%	-3%	4%	1.2%	0%	-0.6	2%
Cc1cccc(N2N=C(C(=O)N3Cc4ccccc4CC3C(N)=O)CCC2=O)c1 (stereo not given)	-3%	i	-1%	0%	0%	-0.6%	-6%	1.0	3%
COc1cc(CNn2c(C)n[nH]c2=S)cc(Br)c1OCc1ccc(F)cc1	-8%	i	-13%	-25%	-4%	0.4%	12%	-1.1	2%
CN(C)CCCNc1c2c(nc3cc(-c4cccc(F)c4)nn13)CCC2	/	i	?	8%	1%	15%	-1%	-2.6	1%
COc1ccc(NC(=O)COC(=O)C(NC(=O)c2ccc(C)cc2)C(C)C)cn1 (stereo not given)	4%	?	0%	-1%	1%	-0.3%	-1%	4.4	-2%
COc1ccc(OC)c(-c2oc3ccccc3c(=O)c2O)c1	3%	i	-9%	?	8%	5.8%	-6%	1.1	-6%
COc1ccc(N/C(=C2\CCCC2=O)C2CCCCC2)cc1	-4%	?	9%	-12%	13%	-0.5%	3%	-0.2	1%
CC[C@@H](C)[C@@H](C(=O)N1CCNCC1)n1cc(CCC(=O)O)nn1	12%	i	8%	-28%	6%	0.0%	0%	-0.1	6%

Continued:
SMILES	ATXN2 expr inh	ATXN viability	Nrf2 block	TGFb SMAD3 inh	EPAC2 agonist	Nrf2 ARE act	A549 viability	IL-2 act	HepG2 tox
CN(C)CCCN(C(=O)COc1ccccc1)c1nc2cc3c(cc2s1)OCO3	-15%	i	14%	4%	10%	0.3%	-2%	-0.7	20%
CC(=O)Nc1ccc(NS(=O)(=O)c2c(Cl)cccc2Cl)cc1	-8%	i	-8%	-5%	1%	0.2%	6%	0.2	-1%
COc1ccc(C(=O)NCC(=O)OCc2ccc(F)cc2Cl)cc1OC	/	?	1%	-2%	2%	-0.2%	5%	-3.3	-5%
CCCNC(=O)Cn1cnc2sc(C(=O)NCCCN3CCOCC3)c(C)c2c1=O	5%	i	10%	2%	4%	-0.1%	7%	-2.7	0%
COc1ccc2c(c1)Cc1sc(NC(C)=O)nc1-2	47%[activator]	i	?	-2%	8%	7.6%	2%	-0.6	-7%
O=C(Nc1ccc(S(=O)(=O)Nc2cnc3ccccc3n2)cc1)c1ccccc1Br	-2%	i	?	-4%	-3%	0.0%	-3%	-1.0	26%
Cc1cc(C)c(NC(=O)COC(=O)CCn2c(C)csc2=O)c(C)c1	2%	i	15%	-10%	13%	-0.7%	-11%	-2.4	3%
Cc1ccc(N(CCC#N)C(=O)COC(=O)c2ccccn2)cc1	5%	i	1%	6%	7%	-0.7%	2%	-1.3	3%
O=C(N1CCCCC1)N1CCN(c2ccc(Cl)cc2)CC1	-10%	i	?	-5%	7%	0.5%	0%	-3.1	-28%
O=C(C[C@H]1C/C=C\C[C@H](NC(=O)OCC2c3ccccc3-c3ccccc32)C(=O)O[C@H](c2ccccc2)CNC1=O)N[C@H](CO)Cc1ccccc1	?	?	?	16µM*	-2%	10%	?	-0.6	-47%
CCOC(=O)c1cccc(NC(=O)[C@@H](c2ccccc2)N2Cc3ccccc3C2=O)c1	-29%	?	-12%	?	/	2.4%	10%	/	-14%
COCCN(C(=O)CCC(=O)Nc1cc(C)on1)C(C(=O)NC1CCCC1)c1ccccc1F (stereo not given)	5%	i	?	1%	5%	-0.2%	18%	0.8	-10%
CC(C)(CNC(=O)Cc1ccc(NS(=O)(=O)c2cccc(C(F)(F)F)c2)cc1)N1CCOCC1	9%	i	?	-3%	-1%	2.7%	2%	0.0	0%
COc1ccccc1NC(=O)CSc1nnc(C2CCCCC2)n1-c1ccccc1	-5%	i	?	2%	4%	2.7%	-11%	-1.7	1%
CC(C)C(C)NC(=O)COc1ccc([N+](=O)[O-])cc1Cl (stereo not given)	-20%	i	?	-22%	2%	-0.1%	18%	0.9	-13%
S=C(NCCc1ccccn1)NC1CCCCC1	8%	i	30%	-6%	-1%	0.7%	2%	-0.6	0%
O=C1/C(=C/c2ccc(N3CCCC3)cc2)NC(=S)N1C1CC1	16%	i	-14%	43%[activator]	?	4.5%	-9%	16	-26%
O=C(NCc1ccccc1)C1=C[C@@H](c2ccc(C(F)(F)F)cc2)C[C@@H](OCc2ccc(CO)cc2)O1	?	?	?	?	5%	2.1%	-4%	-0.5	-12%
CCC(C)(C)n1nnnc1C(c1ccc2ncccc2c1)N1CCN2CCCC2C1 (stereo not given)	-3%	i	5%	3%	7%	-0.1%	-2%	-2.0	1%
CC(=O)O[C@H](CC(=O)O)C[N+](C)(C)C	13%	i	6%	-9%	-6%	0.1%	-7%	-0.3	-5%
Cc1cc(OCc2cc(C(=O)N(C)Cc3ccccn3)no2)cc(C)c1Cl	60%[activator]	i	?	-8%	3%	3.9%	12%	-0.9	10%
Cc1ccc(C)c(N2CCN(C(=O)c3cc(S(=O)(=O)N4CCCC4)cn3C)CC2)c1	-30%	?	19%&-10%	?	7%	-0.7%&1.6%	14%&-1%	-1.3	-46%&-2%
CCC(=O)N1CCCC(C)(C(=O)Nc2ccc(OC(F)F)cc2)C1 (stereo not given)	10%	i	/	0%	0%	0.4%	/	0.0	4%
CCN1CCN(S(=O)(=O)c2ccc(Cl)c(C(=O)N(C)Cc3ccc(Cl)cc3Cl)c2)CC1	-14%	i	-8%	-26%	8%	3.7%	7%	0.0	0%
COc1cc2c(cc1NC(=O)CSc1ccccn1)oc1ccccc12	20%	i	?	-17%	15%	?	?	2.1	-35%
CCN(Cc1ccccc1)C(=O)C1CCN(S(=O)(=O)c2c(C)noc2/C=C/c2ccc(C)cc2)CC1	/	/	/	-36%	/	0.0%	7%	/	-7%
CCC(C)(C)C(=O)Nc1nnc(CCc2ccccc2)s1	/	i	?	-3%	5%	7.9%	8%	-3.3	-12%
CCc1cc(=O)oc2c(C)c3c(cc12)CN(CCc1ccccc1)CO3	-7%	/	18%	2%	/	11%	10%	/	-14%
COc1ccc(C2C(C#N)=C(N)Oc3cc(N)ccc32)cc1 (stereo not given)	/	i	-5%	6%	-1%	3.4%	-7%	-0.2	19%

An excerpt from above in order of length of the SMILES, smallest number first.
SMILES	ATXN2 expr inh	ATXN viability	Nrf2 block	TGFb SMAD3 inh	EPAC2 agonist	Nrf2 ARE act	A549 viability	IL-2 act	HepG2 tox
S=C(NCCc1ccccn1)NC1CCCCC1	8%	i	30%	-6%	-1%	0.7%	2%	-0.6	0%
COc1ccc(N/C(=C2\CCCC2=O)C2CCCCC2)cc1	-4%	?	9%	-12%	13%	-0.5%	3%	-0.2	1%
CCC(=O)N1CCCC(C)(C(=O)Nc2ccc(OC(F)F)cc2)C1 (stereo not given)	10%	i	/	0%	0%	0.4%	/	0.0	4%
CCC(=O)N1CCc2cc(S(=O)(=O)NCCC(=O)Nc3cc(C)ccc3OC)ccc21	23%	i	10%	8%	/	4.5%	11%	/	11%
